DAX1 inh-1 – inhibitors of human orphan nuclear receptor DAX1 (NR0B1); AID 504766; HEK293 Gal4-DAX1 luciferase reporter, luminescence; inhibition, % at 6.75 µM; 340,000 compounds, 0.99% hits;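 active = inhibition above the mean over all tested compounds plus 3 SD, cut at about 4.2% in these data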;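 note: 0% = DAX1-transfected cells with DMSO and 100% = empty-vector control cells with DMSO; inhibition shows as a rise in luminescence from relieved DAX1 repression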
hgDAF12 agonist – agonists of H. glycines DAF-12 nuclear receptor | activation, % at 6.8 µM | AID 687014 | HEK293 GAL4-hgDAF12 UAS-luciferase reporter, agonist luminescence; normalized to butyrate control | 370,000 compounds, 1.8% hits;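 active = activation above a cutoff set at the mean of all screened compounds plus 3 SD, cut at about 10% in these data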;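 note: 0% = DMSO wells and 100% = sodium butyrate wells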
DAX1 inh-2 – DAX1 (NR0B1) inhibition, primary screen; inhibition, % at 6.8 µM; HEK293T StAR-luciferase reporter, SF-1/DAX-1 repression relief; AID 652010; 370,000 compounds, 1.1% hits;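 active = inhibition above the mean over all tested compounds plus 3 SD, cut at about 3.6% in these data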;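 note: 0% = DAX-1 cells with DMSO and 100% = cells lacking DAX-1 with DMSO; higher inhibition means more luminescence from relief of DAX-1 repression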
SMARCA2 act – SMARCA2 function activation, primary screen; MG213 cells, MMTV-luciferase reporter, dexamethasone, overnight; activation, % at 9.1 µM; 370,000 compounds, 1% hits; AID 652017; in the data active = activation above about 7.8%;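 note: 0% = vehicle wells and 100% = reference activator wells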
PLCg1 inh – blocks human PLC-gamma1 enzyme activity; purified PLC-gamma1, fluorogenic substrate, fluorescence; inhibition, % at 12.2 µM; 370,000 compounds, 0.84% hits; AID 720700; in the data active = inhibition above about 9.5%
Target sequence (P19174 whole entry, looked up): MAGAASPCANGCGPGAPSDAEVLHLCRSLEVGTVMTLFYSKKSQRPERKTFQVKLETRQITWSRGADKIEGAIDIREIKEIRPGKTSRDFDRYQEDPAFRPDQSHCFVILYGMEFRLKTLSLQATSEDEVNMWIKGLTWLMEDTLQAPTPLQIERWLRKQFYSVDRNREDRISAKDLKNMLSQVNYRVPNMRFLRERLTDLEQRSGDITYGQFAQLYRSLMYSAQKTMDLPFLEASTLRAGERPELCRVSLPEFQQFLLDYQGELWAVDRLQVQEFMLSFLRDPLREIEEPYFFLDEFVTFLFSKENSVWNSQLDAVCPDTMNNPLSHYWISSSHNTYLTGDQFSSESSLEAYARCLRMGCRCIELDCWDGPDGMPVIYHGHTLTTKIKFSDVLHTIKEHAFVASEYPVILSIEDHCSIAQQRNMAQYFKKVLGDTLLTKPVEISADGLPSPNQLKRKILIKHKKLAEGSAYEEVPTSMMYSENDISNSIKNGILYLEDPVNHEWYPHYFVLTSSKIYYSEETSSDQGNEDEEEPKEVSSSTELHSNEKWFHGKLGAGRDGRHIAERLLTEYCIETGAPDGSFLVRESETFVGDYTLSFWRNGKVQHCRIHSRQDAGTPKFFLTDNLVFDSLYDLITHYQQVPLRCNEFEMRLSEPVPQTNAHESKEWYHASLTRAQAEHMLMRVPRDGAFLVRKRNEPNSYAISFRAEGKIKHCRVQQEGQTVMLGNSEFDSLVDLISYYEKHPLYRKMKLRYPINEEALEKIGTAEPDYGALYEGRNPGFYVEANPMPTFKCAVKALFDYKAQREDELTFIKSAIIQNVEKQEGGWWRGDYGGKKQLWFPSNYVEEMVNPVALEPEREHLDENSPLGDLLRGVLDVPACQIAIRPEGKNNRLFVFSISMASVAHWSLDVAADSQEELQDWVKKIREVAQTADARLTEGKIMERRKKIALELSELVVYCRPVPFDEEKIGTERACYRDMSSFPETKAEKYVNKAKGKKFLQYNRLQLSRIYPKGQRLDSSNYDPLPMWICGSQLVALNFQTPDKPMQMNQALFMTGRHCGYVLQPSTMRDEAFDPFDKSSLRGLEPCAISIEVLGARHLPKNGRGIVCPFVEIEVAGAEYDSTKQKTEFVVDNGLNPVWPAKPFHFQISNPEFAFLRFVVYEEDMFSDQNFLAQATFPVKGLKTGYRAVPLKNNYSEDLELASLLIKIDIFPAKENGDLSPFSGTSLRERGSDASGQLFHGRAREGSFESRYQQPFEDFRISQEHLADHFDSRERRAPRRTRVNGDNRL
hcDAF12 agonist – activators of H. contortus DAF-12 nuclear receptor; HEK293 hcDAF-12 lit1-tk-luc reporter, luminescence; 0% DMSO, 100% Δ7-dafachronic acid; activation, % at 6.8 µM; 370,000 compounds, 1.4% hits;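 active = activation above the mean of all tested compounds plus 3 SD, cut at about 5.5% in these data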;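 note: 100% = response to 3 µM Δ7-dafachronic acid high control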
NR1D1 modulator – Rev-erb alpha (human) modulation; P20393; activity, % at 10 µM; AID 1259318; 370,000 compounds, 0.79% hits; Rev-erbα–FITC-DNA binding, fluorescence polarization, 90 min;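 active = activity above about 14%, limit read from the data; passing the limit was not always enough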;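 note: 0% = DMSO wells with 35 nM protein and 100% = DMSO wells with 750 nM protein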
ADAM17 inh – inhibitors of human ADAM17 | P78536 | recombinant ADAM17, EDANS/DABCYL FRET peptide cleavage | inhibition, % at 6.95 µM | 370,000 compounds, 0.83% hits | AID 720648;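 active = inhibition above the mean of compounds lying between control limits plus 3 SD, set per campaign, cut at about 8.5% in these data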;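 note: 0% = DMSO-only wells as the low control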
MBD2 DNA inh – blocks human MBD2 binding to methylated DNA; Q9UBB5; TR-FRET, MBD2 binding to methylated oligonucleotide; inhibition, % at 4.4 µM; 370,000 compounds, 0.31% hits; in the data active = inhibition above about 13%
PLC-beta3 inh – inhibitors of human phospholipase C beta3; 370,000 compounds, 0.18% hits; Q01970; Purified PLC-beta3, fluorogenic substrate, fluorescence; inhibition, % at 12.2 µM; AID 720704; in the data active = inhibition above about 11%;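 note: 0% = median of compound wells on plate and 100% = full blocker control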
ssDAF12 agonist – activates DAF-12 receptor from parasite S. stercoralis | HEK293 ssDAF-12/GRIP1 lit1-tk-luc reporter, luminescence; % of 3 µM dafachronic acid response | activation, % at 6.8 µM | 370,000 compounds, 1% hits | AID 652126;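 active = activation above the mean over all tested compounds plus 3 SD, cut at about 0.9% in these data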;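 note: 0% = DMSO-only wells and 100% = 3 µM delta7-dafachronic acid wells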
An asterisk follows results filed as active; / = no result given.

SMILES	DAX1 inh-1	hgDAF12 agonist	DAX1 inh-2	SMARCA2 act	PLCg1 inh	hcDAF12 agonist	NR1D1 modulator	ADAM17 inh	MBD2 DNA inh	PLC-beta3 inh	ssDAF12 agonist
O=C(Nc1ccc(N2CCOCC2)cc1)c1csc([C@@H]2O[C@H](CO)[C@H](O)[C@H](O)[C@H]2O)n1	/	4.8	-0.6	1	1	0.5	-5	-2	-4	4	-0.8
NC(=O)CSc1nnc(-c2ccc(S(=O)(=O)N3CCOCC3)cc2)n1CC1CCCO1 (stereo not drawn)	-0.3	1.6	-0.1	-1	2	-1.3	-3	-1	1	3	-1.6
Cc1onc(-c2ccccc2Cl)c1C(=O)NCCN1CCOCC1	1.3	-0.8	0.7	1	0	2.0	3	-1	7	8	-1.2
CCCC(C)c1oc(=O)cc(O)c1C (stereo not drawn)	0.0	-0.3	-1.1	-6	-1	4.1	-4	2	-1	-9	-0.9
COc1ccccc1N1Cc2ccc(OC)c(OC)c2C1=O	0.7	-0.7	0.6	-1	0	-2.5	4	0	1	-2	-1.1
Cc1nn(Cc2ccccc2Cl)c(C)c1C(=O)N(C)CC(=O)Nc1cccc(F)c1	1.5	-3.4	-1.9	0	-2	-2.1	0	-1	-4	-6	-0.8
CCOC(=O)c1sc(N2C(=O)C(O)=C(C(=O)c3ccco3)C2c2cccc([N+](=O)[O-])c2)nc1C (stereo not drawn)	0.0	3.2	-0.3	-1	-1	-0.8	3	2	2	-17	-0.4
Cc1scc(C(=O)NCc2ccco2)c1-c1ccccc1	-0.2	-0.4	-0.6	-1	-4	-1.6	-4	-3	7	-7	-1.3
COCC(C)NC(=O)Cc1ccc(Cl)cc1 (stereo not drawn)	0.1	1.8	0.3	-2	1	-0.3	0	-1	5	0	-1.4
COc1ccc([C@H]2C[C@H](n3cc(C4CC4)nn3)[C@@H](O)CN2CC2CCCCC2)cc1	-0.9	4.1	-1.7	-4	-2	-1.9	-8	3	2	-2	-1.1
OCCC1CN(Cc2cccn2-c2ncccn2)CCN1Cc1ccccc1 (stereo not drawn)	-0.7	3.2	0.1	-2	-5	-0.4	-4	-1	-2	-7	-0.8
COC(=O)c1ccc(C2C(C(=O)c3ccco3)=C(O)C(=O)N2c2cc(C)on2)cc1 (stereo not drawn)	0.5	6.4	2.8	4	-18	-0.7	-2	-5	-3	-32	-1.0
COc1cc2ccccc2nn1	1.4	0.5	-0.1	3	-353	2.0	3	-54	-1	-377	-1.1
CCOC(=O)CNC(=O)CSc1nnc(Cn2c(=O)sc3ccccc32)n1-c1ccccc1C	-0.4	-1.1	1.3	0	-1	-0.6	-2	-4	-3	-1	0.0
Cc1cn([C@H]2C[C@H](O)[C@@H](/C=C/C(=O)NCc3ccco3)O2)c(=O)[nH]c1=O	/	6.0	-1.0	10*	6	2.1	-2	2	-4	2	-0.4
CCC(C)NC(=O)CN(c1cc(Cl)ccc1OC)S(C)(=O)=O (stereo not drawn)	-0.1	-1.4	-0.2	-2	-3	0.0	1	-2	2	4	-1.1
CCOC(=O)c1c(NC(=O)CSc2nc3cc(Cl)ccc3s2)sc(C(C)=O)c1C	/	1.1	-0.2	2	-4	5.8*	65*	-3	5	-4	-0.9
CCc1nnc(NC(=O)C2CCCN(c3nc(C)cc(C)n3)C2)s1 (stereo not drawn)	2.0	0.3	-0.1	-1	0	-1.1	3	-1	-2	3	-0.5
CCOC(=O)C1=C(C)N=C2SC(C)C(=O)N2C1c1ccc(C(=O)OC)cc1 (stereo not drawn)	0.2	-0.5	0.7	0	1	-1.0	3	0	1	-3	-1.2
O=C(O)c1cc(=O)c2cc(Cl)ccc2o1	-0.4	0.1	-0.8	-1	-2	-0.4	-5	-1	3	-3	-0.8
CCOC(=O)c1cccc(NC(=O)CSc2nnc(-c3ccoc3C)n2CCOC)c1	-1.4	-1.9	-0.7	-3	-1	-1.2	-2	0	-2	2	-1.1
CC(=O)NC12CC3CC(C1)CC(C(=O)Nc1nc4ccc(S(C)(=O)=O)cc4s1)(C3)C2	0.1	2.0	-4.4	-1	-3	-0.2	7	1	-4	-8	-0.7
CCN(CC(=O)Nc1ccccc1C(F)(F)F)C(=O)CCS(=O)(=O)c1ccc(C)cc1	-0.6	5.0	-0.3	0	1	0.1	-10	-3	-4	-4	-0.8
Cc1ccc(N2C(=O)C3C4CC(=O)C(c5ccccc54)C3C2=O)cc1 (stereo not drawn)	-0.4	-0.7	0.2	3	4	-0.8	4	-6	4	-13	-0.5
CC1CC(C)CN(c2cc(N(C)CCO)c([N+](=O)[O-])c3nonc23)C1 (stereo not drawn)	1.0	2.4	-3.0	-1	5	0.0	5	5	-21	0	-1.9
COc1cccc(N2CC(C(=O)Nc3ccc(C(=O)OC(C)C)cc3)CC2=O)c1 (stereo not drawn)	0.7	1.6	-0.7	-2	5	-2.2	3	-2	-5	0	-1.3
Cc1nc([N+](=O)[O-])cn1CCC#N	0.3	-0.4	0.2	-3	2	1.1	0	2	-4	-4	-0.7
COc1ccc(NC(=O)N(CCC(C)C)C(C)c2ccccn2)c(OC)c1 (stereo not drawn)	1.5	-2.3	-0.1	3	-2	-2.0	1	2	-1	4	-0.9
CN1CC(=O)NC1=NC(=O)c1cc(F)c(F)cc1Cl	-0.2	2.9	0.0	-3	-1	-1.2	2	-2	-4	1	-1.0
O=C(Nc1ccc(F)cc1)OCc1cn(Cc2cccc(F)c2)nn1	/	-0.8	0.6	-1	-2	-0.8	2	-3	0	-2	-0.5
Cc1ccc(CCSc2ccc(F)cc2)cn1	/	0.2	-0.9	-1	0	-0.3	-7	-1	3	-5	-0.8
COc1ccccc1OCCNC(=O)c1ccc(C)c(S(=O)(=O)N2CCOCC2)c1	0.0	-0.2	0.1	-2	0	0.0	0	3	-9	-6	-0.8
COc1cccc(N(CC(=O)N2CCCCCC2)S(C)(=O)=O)c1	0.5	1.0	-0.1	-2	4	-2.4	2	2	1	-4	0.1
Cc1cc(C)cc(N(C(=O)C(F)(F)F)C(C(=O)NC2CCCCC2)c2cccs2)c1 (stereo not drawn)	0.3	0.1	-0.5	0	0	-0.3	0	1	0	1	-1.1
Cc1ccc(N(C(C)C(=O)Nc2ccc(S(=O)(=O)N3CCOCC3)cc2)S(C)(=O)=O)cc1 (stereo not drawn)	0.4	2.0	-0.5	0	1	-0.9	-7	-3	-3	-1	-1.3
COc1cccc(C(=O)NC2CCN(CC(=O)Nc3nccs3)CC2)c1	-1.6	-1.9	-1.2	-3	3	1.2	-5	0	-1	3	-1.0

Among those listed so far, these have a CF3 group:
SMILES	DAX1 inh-1	hgDAF12 agonist	DAX1 inh-2	SMARCA2 act	PLCg1 inh	hcDAF12 agonist	NR1D1 modulator	ADAM17 inh	MBD2 DNA inh	PLC-beta3 inh	ssDAF12 agonist
CCN(CC(=O)Nc1ccccc1C(F)(F)F)C(=O)CCS(=O)(=O)c1ccc(C)cc1	-0.6	5.0	-0.3	0	1	0.1	-10	-3	-4	-4	-0.8
Cc1cc(C)cc(N(C(=O)C(F)(F)F)C(C(=O)NC2CCCCC2)c2cccs2)c1 (stereo not drawn)	0.3	0.1	-0.5	0	0	-0.3	0	1	0	1	-1.1

More compounds.
SMILES	DAX1 inh-1	hgDAF12 agonist	DAX1 inh-2	SMARCA2 act	PLCg1 inh	hcDAF12 agonist	NR1D1 modulator	ADAM17 inh	MBD2 DNA inh	PLC-beta3 inh	ssDAF12 agonist
Cc1c(C)c(C)c(S(=O)(=O)NCCc2ccccn2)c(C)c1C	0.0	-2.3	-1.0	-1	-4	-0.2	-1	-3	3	-7	0.1
CC(Cl)C(=O)Nc1cc(C(C)(C)C)nn1-c1ccccc1 (stereo not drawn)	-1.4	-0.7	-0.3	-2	2	-0.6	-3	-2	1	-3	-0.6
COc1ccc(NC(=O)C(c2ccncc2)n2c(=O)c(-c3ccco3)nc3ccccc32)cc1 (stereo not drawn)	/	4.2	0.0	4	-60	5.4	4	-45	-3	-74	0.5
CC(=O)c1ccc(S(=O)(=O)N2CCN(C(=O)c3ccc(COc4ccccc4)o3)CC2)cc1	-1.9	-3.4	-3.9	-4	5	-2.4	4	3	1	-2	-1.6
Cc1cc(C)cc(NC(=O)Cn2nnc(C(=O)NCCc3ccccc3)c2N)c1	-0.1	-4.5	-0.9	-2	1	-3.1	1	0	5	-3	-1.9
CCOC(=O)NC(NC(=O)OCC)C(=O)c1ccc(F)cc1	1.0	0.8	-0.3	-4	8	0.3	-2	2	-4	8	-1.3
O=C(c1ccccc1)c1ccccc1N1C(=O)C=CC1=O	0.8	0.2	0.1	3	3	2.3	-7	6	-7	0	-0.6
Clc1ccc(CNc2ccc(CNc3ncn[nH]3)cc2)c(Cl)c1	-0.9	-1.9	-0.9	-2	-2	-1.6	-1	2	-3	-8	-1.9
CC1CCCCC1NC(=O)CSc1ccc([N+](=O)[O-])cc1 (stereo not drawn)	-0.8	-5.7	-0.4	-2	4	-1.9	-2	1	1	-2	-1.6
CCN1CCN(CCNC(=O)c2ccc(/C=C3/Sc4ccccc4N(Cc4cccc(Cl)c4)C3=O)cc2)CC1	-1.5	0.7	0.3	8	-217	-2.2	-1	-3	7	-316	-2.1
COc1ccc2[nH]c(C)c(C(=O)CN(C)CC3OCCO3)c2c1	/	-1.0	0.1	1	-1	-0.5	-4	-4	2	-10	-1.4
Cc1cc(C)c2[nH]c(=O)c(CN(Cc3ccco3)C(=O)C3CCCO3)cc2c1 (stereo not drawn)	-0.5	-1.2	0.9	5	-13	-0.6	-3	-19	1	-19	-1.7
Nc1nc(CSc2ccccn2)nc(Nc2ccccc2)n1	3.5	11*	3.5	-1	3	4.7	-2	-9	4	1	0.7
CCSc1sccc1C1C(C#N)=C(N)N(c2cccnc2)C2=C1C(=O)CC(C)(C)C2 (stereo not drawn)	0.2	-0.2	-1.2	-1	-17	-0.9	-3	0	-1	-16	-1.5
CCOc1cc(NS(=O)(=O)c2ccc(OC)cc2)c(OCC)cc1NC(C)=O	1.0	-1.7	0.3	0	-2	-0.9	-6	-4	1	-8	-1.4
COCCNC(=O)CN1C(=O)c2cccc3cccc1c23	0.3	-3.1	0.7	-2	-310	-1.6	1	-22	-9	-332	-1.0
CC1CCN(S(=O)(=O)c2ccc(NC(=O)CSc3nnnn3C)cc2)CC1	0.6	0.9	-0.3	0	-1	1.0	7	2	5	1	-1.3
CCOc1cc(C2C3=C(CCCC3=O)OC3=C2C(=O)CCC3)cc([N+](=O)[O-])c1O	-1.3	-1.3	-0.1	0	2	-1.9	9	2	-15	7	-1.6
CC(=O)N(CC(=O)Nc1nn(-c2ccccc2)nc1C(N)=O)Cc1ccccc1	1.7	-2.4	0.8	-3	-11	-0.1	-2	-15	-3	-16	-1.0
O=C(O)C1CCCN1C(=O)Nc1ccc(Cl)cc1 (stereo not drawn)	1.1	-1.1	-0.4	0	2	-1.6	-6	0	-3	2	-0.1
Cc1nc2ccccc2c2oc(C(=O)N3CCN(c4ccc([N+](=O)[O-])cc4)CC3)cc12	0.3	-1.6	-0.3	-2	0	-0.8	-29	-1	-2	-3	-0.8
CS(=O)(=O)N1CCN(c2ncccn2)CC1	0.0	0.7	-0.2	3	-3	-0.8	-4	-2	0	3	-1.4
c1cnc(-c2noc(CN3CCN(C4CCCC4)CC3)n2)cn1	-0.8	-0.6	0.2	-4	3	0.0	0	2	4	-12	-1.3
O=C(CN(C(=O)CNS(=O)(=O)c1ccccc1)c1ccc(F)cc1)NCc1ccco1	-2.2	0.8	0.1	-2	4	-0.9	-1	-4	0	-4	-1.3

High-throughput results from PubChem.
